# CXXC DNA block: MLL CXXC-DNA interaction inhibition; Q03164; MLL-CXXC / FITC-HOXA9 DNA fluorescence polarization; Potency, µM (highest dose often 115 µM), inactives show top-dose activity change, negative = inhibition, most hits filed as inhibitors; 290,000 compounds, 0.037% hits; active = well fitted inhibition curve with a large enough effect in the polarisation, with a control signal flat, not every such curve was filed as active; inconclusive = small, poorly fitted or top-dose-only effect, or effect the other way, or a change in a side signal; inactive = no such curve, though single readings can be large or run the other way; the % refers to the polarisation; also: potency is read from the fitted curve at half-maximal effect
#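 Fluorescence polarization: 7 uM MLL-CXXC (stock) preincubated 5 min with compounds, then 50 nM fluorescein-HOX-A9 DNA (stock) added; 30 min ambient. Buffer 50 mM Tris-HCl pH 7.5, 50 mM NaCl, 1 mM DTT, 0.05% BSA.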
# GALK inh: galactokinase (human) inhibition. Potency, µM (top dose mostly 57.5 µM), for inactives: top-dose activity change, negative = inhibition, hits mostly inhibitors. 270,000 compounds, 0.007% hits. Purified GALK, Kinase-Glo residual ATP luminescence. P51570; also: potency is read from the fitted curve at half-maximal effect; % is scaled to controls: 0 for no effect and ±100 for the full control effect
#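 5 nM enzyme, 35 uM ATP, 100 uM galactose, 20 mM HEPES pH8.0, 5 mM MgCl2; 1 h RT; residual ATP by Kinase-Glo Plus luminescence, qHTS format.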
# Tb PFK block: blocks T. brucei phosphofructokinase; O15648; T. brucei PFK, ADP-Glo luminescence; Potency, µM (highest dose often 57.5 µM), inactives show top-dose activity, negative = inhibition, hits mostly inhibitors; 330,000 compounds, 0.17% hits; AID 485367;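 also: potency is read from the fitted curve at half-maximal effect; 0% = uninhibited 1x PFK enzyme wells and -100% = no-enzyme wells; nearly all actives have a fitted effect of over 60% in size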
#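 1.25 nM PFK with 0.5 mM F6P and 0.1 mM ATP in 0.1 M TEA pH 8.0, 5 mM MgCl2, incubated 45 min at room temperature; ADP measured by ADP-Glo luminescence; compounds titrated up to 57 uM.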
# Chronic BCR inh: chronic active BCR signaling inhibition; ABC-DLBCL IkBa-CBG/CBR reporter, luminescence ratio, 4 h; Potency, µM (titrated, usually from 46.1 µM), for inactives: at the highest dose ratio change, negative = lower green/red ratio, hits mostly inhibitors; 340,000 compounds, 0.05% hits; active = well fitted inhibition curve with a large enough effect in the signal ratio, with a control signal flat, not every such curve was filed as active; inconclusive = small, poorly fitted or top-dose-only effect, or effect the other way, or a change in a side signal; the % refers to the signal ratio;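 also: potency is read from the fitted curve at half-maximal effect; plate controls were basal doxycycline-induced cells for no effect and cells given 10 µM MG132 for full effect; MG132 reads +100%, hits lower the ratio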
#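 Doxycycline induced both beetle luciferases in TMD8 lymphoma cells; IKK-driven degradation limits the IkappaBalpha-fused green signal, while red luminescence normalises for cell number and nonspecific effects. Compounds tested up to 46 uM, 4 hrs.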
# A-T KAP1 phos: potential ataxia-telangiectasia treatments restoring KAP-1 phosphorylation | […] A-T fibroblasts, KAP-1 phosphorylation AlphaLISA; neocarzinostatin DNA damage 30 min before lysis | Potency, µM (titrated, usually from 57.5 µM), inactives show at the highest dose activation, hits mostly activators | 320,000 compounds, 0.19% hits; also: potency is read from the fitted curve at half-maximal effect; % of control where 0% means no effect; nearly all actives have a fitted effect of over 45% in size
#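 ATM-like activity read as KAP-1 phosphorylation via AlphaLISA donor/acceptor antibody pairs after lysis and 6 hr at 25C. Cells were ATM-null patient fibroblasts ([…], hTERT), dosed 60 min, then exposed to the DSB inducer NCS for 30 min.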
# hERG WT inh: inhibitors of human wildtype KCNH2 potassium channel | Q12809 | U2OS, BacMam KCNH2, thallium flux FluxOr; active compounds read low | activity change, % at 1.84 µM | 340,000 compounds, 0.37% hits | AID 720551;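 active = maximum activity change below -70%; inconclusive = maximum activity change between -70% and -50%; inactive = maximum activity change above -50%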; also: % is scaled to controls: 0 for no effect and ±100 for the full control effect
#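 U2OS cells were transduced with wild-type KCNH2 virus (2.03 x 10^8 / mL) for 4 h at room temperature, then cultured overnight at 37 C. Thallium flux was read with FluxOr dye. Rate constants were normalized to DMSO controls.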
# TSHR antagonist: antagonists of human thyroid stimulating hormone receptor; P16473; TSHR-expressing cells, TSH-stimulated cAMP HTRF, 2 h; active compounds read low; activity change, negative = inhibition, % at 11.5 µM; 330,000 compounds, 0.2% hits; AID 504810;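 active = activity change below a set negative limit, meaning inhibition stronger than a set level, cut at about -70% in these data; inconclusive = activity change between two set negative limits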; also: % is scaled to controls: 0 for no effect and ±100 for the full control effect
#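 TSHR-expressing cells were treated with compounds, then stimulated with TSH at EC80 (4nM final) for 2 hours at 37 deg C. Cellular cAMP was measured by HTRF competition between lysate cAMP and cAMP-d2 for a cryptate-labelled anti-cAMP antibody.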
# FBPA coupling cs: coupling enzyme interference in Giardia aldolase counter-screen; coupling enzyme system counterscreen, AmpLite Red fluorescence; activity change, negative = inhibition, % at 58.2 µM, hits read low; 290,000 compounds, 0.67% hits; AID 2472; in the data active = activity change below about -30%; also: % is scaled to controls: 0 for no effect and ±100 for the full control effect
#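 Activity here indicates interference with the coupling reaction, not aldolase inhibition. Compounds at 57.5 uM final met coupling enzymes for 10 min at RT; substrate and AmpLite Red detection followed, with a 525/598 nm fluorescence read after 20 min.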
# Giardia killer: Giardia lamblia killing. Giardia lamblia trophozoite viability. activity change, % at 7.66 µM, hits read low. 340,000 compounds, 0.15% hits; in the data active = activity change below about -80%; inconclusive = between about -30% and that limit;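 also: parasites exposed to compound for two days anaerobically before the ATP read; % is scaled to controls: 0 for no effect and ±100 for the full control effect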
#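 Media and compound were dispensed first, then trophozoites at 100 cells/well; plates sat 48 hrs at 37 deg C without oxygen before ATP luminescence reagent was added and read after 15-30 min at room temperature.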
# TCR activator: activators of T cell receptors; primary human leukocytes, anti-CD3, IL-2 HTRF, 48 h; Potency, µM (doses to about 9.22 µM), without a hit: at the highest dose activation of IL-2 secretion, hits mostly activators; 330,000 tested, under 10 active; AID 504894; also: % of control where 0% means no effect
#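 TCR engagement came from a-CD3 beads alone, with compounds added to primary human leukocytes for 48 hr. Secreted IL-2 bridged europium cryptate- and d2-labelled anti-IL-2 antibodies, giving FRET emission at 665nm after 320nm excitation.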
# * marks the source's active call; other numbers are inactive results; ? = inconclusive; nt = not tested or not shown; [ ] = dose if it differs, or a comment. Unless noted, calls follow the shape of the dose curve; as a rule, active = well fitted curve in the direction sought with a large enough effect; inconclusive = small, poorly fitted or top-dose-only effect, or another doubt; inactive = no such curve, though single readings can be large; an effect the other way counts as inactive or inconclusive.
# Values in the order – CXXC DNA block, GALK inh, Tb PFK block, Chronic BCR inh, A-T KAP1 phos, hERG WT inh, TSHR antagonist, FBPA coupling cs, Giardia killer, TCR activator
- CCOC(=O)N1CCN(S(=O)(=O)N2CCCC(C(=O)NCCCN3CCC(C)CC3)C2)CC1 (stereo not given)
  -10%, 9%, -3%, -1%, 3%, 5, 18, nt, 19, 0%
- Cc1ccc2cc3cc(C(=O)NCc4ccc5c(c4)OCO5)oc3nc2c1
  -8%, 1%, -13%, 3%, 3%, -4, -5, 0, -3, 5%
- O=C(COc1ccc([N+](=O)[O-])cc1Cl)Nc1ccc2[nH]c(=O)[nH]c2c1
  nt, nt, -1%, -1%, 8%, -13, -10, nt, -20, 6%
- COc1ccc(CN(C(=O)c2nsc(Cl)c2Cl)C(C(=O)NC2CCCC2)c2ccc(OC)cc2)cc1 (stereo not given)
  -11%, -1%, 3%, 0%, nt, 1, 85, 5, -7, 1%[46.1 µM]
- COc1ccc(/C(C)=N/Nc2nc3ccccc3nc2C)cc1OC
  21%, 4%, 1%, ?, -12%, -5, -2, -1, -1, -11%
- CC(=O)Nc1ccc(S(=O)(=O)NC2CC(=O)N(c3cccc(F)c3)C2)cc1 (stereo not given)
  nt, nt, -1%, ?, 6%, 0, 9, nt, -12, 2%
- COc1cccc(/C=N/n2c(=O)[nH]c3ccccc32)c1OC
  -2%, nt, 8%, -11%, 4%, -12, -7, 3, 2, -2%[46.1 µM]
- O=C(Nc1ccc2ccccc2n1)C1CCCCC1
  -9%, -2%, -6%, ?, 19%, -1, 2, -1, 8, -19%
- O=C(COc1ccccc1)NCc1ccc2c(c1)OCO2
  1%, 2%, 2%, 4%, 2%, -4, -9, 0, 5, -22%
- Cc1cc(C)nc(NS(=O)(=O)c2ccc(N=Cc3c(C)[nH]n(-c4ccccc4)c3=O)cc2)n1
  1%, -1%, -4%, 17%, 8%, 3, -4, 4, -3, 3%[46.1 µM]
- O=C(CC(C(=O)NCc1ccccc1)c1nc2ccccc2c(=O)[nH]1)NCc1ccccc1 (stereo not given)
  12%, -2%, -2%, ?, -1%, 0, -12, 1, -18, 2%
- Cc1cc(C(=O)COC(=O)c2csc3c2CCCC3)c(C)n1C
  5%, 0%, -5%, 1%, 4%, 3, -19, 0, -10, -6%
- O=C(NCc1nnc(SCC(=O)N2CCCC2)o1)c1c(F)cccc1Cl
  6%, 0%, -1%, 1%, 0%, -1, 0, 0, 5, -2%
- COC(=O)[C@H](CCSC)NC(=O)Nc1ccc(OC)cc1OC
  -3%, -1%, 1%, 5%, 0%, 33, 12, 1, -16, 2%
- CC(C)C(NS(=O)(=O)c1cccs1)C(=O)NCc1ccc2c(c1)OCO2 (stereo not given)
  7%, 0%, -1%, -2%, 11%, 1, 9, 0, -4, 1%

# Further records
# Values in the order – CXXC DNA block, GALK inh, Tb PFK block, Chronic BCR inh, A-T KAP1 phos, hERG WT inh, TSHR antagonist, FBPA coupling cs, Giardia killer, TCR activator
- COc1ccc(N(CC(=O)NCc2ccco2)S(=O)(=O)c2ccc(OC)c(OC)c2)cc1
  2%, 1%, -4%, 4%, 10%, 3, -3, 7, 3, nt
- CCc1ccc2oc(C(=O)NCc3ccncc3)c(C)c2c1
  -4%, -2%, -5%, -17%, -1%, 6, -5, 3, 10, -13%[46.1 µM]
- O=C(NCC(c1ccco1)N1CCc2ccccc21)c1c(F)cccc1F (stereo not given)
  nt, nt, -4%, 8%, 0%, -10, -7, nt, 10, -2%
- COC(=O)c1ccc(C(=O)N2CCCC(Nc3ccc(C(C)C)cc3)C2)nc1 (stereo not given)
  18%, -8%, 1%, 3%, -1%, 7, 31, nt, -12, -2%
- Cc1ccc(CC(=O)Nc2cccnc2)cc1
  -3%, 3%, -2%, -3%, 4%, -7, -1, 0, 21, -10%
- Cc1ccc(/C=C2\SC(N)=NC2=O)s1
  40%[activator], nt, -1%, 7%, -3%, -11, -11, 2, -18, 0%[46.1 µM]
- C=CCn1c(SCc2cc(=O)n3ccsc3n2)nc2scc(C3CC3)c2c1=O
  7%, 1%, -7%, ?, -2%, 2, -10, 1, -2, 1%
- NC(=O)COc1ccccc1C(=O)O
  -6%, 4%, -3%, 5%, 8%, 5, 18, -3, 3, nt
- CC(=O)Nc1ccc(S(=O)(=O)N2CCC(C(=O)NCCc3c[nH]c4ccccc34)CC2)cc1
  2%, nt, 1%, 0%, -4%, -10, 9, -1, 24, 3%
- O=C(CSc1nnc(-c2ccccc2)n1Cc1ccccc1)N1CCOCC1
  -4%, 1%, 4%, 1%, 0%, 2, 0, 0, 10, 0%
- CCN(CC)C(=O)CSc1nc2cc(S(=O)(=O)N3CCOCC3)ccc2n1CC
  -4%, -1%, 0%, -3%, 4%, 0, -2, nt, 9, 3%
- O=C(COC(=O)c1cccc(S(=O)(=O)N2CCc3ccccc32)c1)NC1CCS(=O)(=O)C1 (stereo not given)
  12%, 2%, 1%, ?, 5%, 23, -1, 1, 16, 10%
- COc1cc2c(cc1OC)-c1nnc(-c3cccs3)n1C1(CCCC1)C2
  -3%, 3%, -11%[0.46 µM], -1%, -10%, 2, -2, 1, -9, 6%
- NC(=O)NC(CC(=O)NCCc1ccc(S(N)(=O)=O)cc1)c1ccccc1Cl (stereo not given)
  6%, nt, -1%, 0%, 1%, -4, 1, 1, -27, -18%
- O=C(NCCN1CCOCC1)c1ccc(=O)oc1
  0%, 5%, 1%, 0%, 0%, -6, 0, 1, 18, -1%

# 9 consecutive entries already listed:
# Values in the order – CXXC DNA block, GALK inh, Tb PFK block, Chronic BCR inh, A-T KAP1 phos, hERG WT inh, TSHR antagonist, FBPA coupling cs, Giardia killer, TCR activator
- COc1ccc(CN(C(=O)c2nsc(Cl)c2Cl)C(C(=O)NC2CCCC2)c2ccc(OC)cc2)cc1 (stereo not given)
  -11%, -1%, 3%, 0%, nt, 1, 85, 5, -7, 1%[46.1 µM]
- COc1ccc(/C(C)=N/Nc2nc3ccccc3nc2C)cc1OC
  21%, 4%, 1%, ?, -12%, -5, -2, -1, -1, -11%
- CC(=O)Nc1ccc(S(=O)(=O)NC2CC(=O)N(c3cccc(F)c3)C2)cc1 (stereo not given)
  nt, nt, -1%, ?, 6%, 0, 9, nt, -12, 2%
- COc1cccc(/C=N/n2c(=O)[nH]c3ccccc32)c1OC
  -2%, nt, 8%, -11%, 4%, -12, -7, 3, 2, -2%[46.1 µM]
- O=C(Nc1ccc2ccccc2n1)C1CCCCC1
  -9%, -2%, -6%, ?, 19%, -1, 2, -1, 8, -19%
- O=C(COc1ccccc1)NCc1ccc2c(c1)OCO2
  1%, 2%, 2%, 4%, 2%, -4, -9, 0, 5, -22%
- Cc1cc(C)nc(NS(=O)(=O)c2ccc(N=Cc3c(C)[nH]n(-c4ccccc4)c3=O)cc2)n1
  1%, -1%, -4%, 17%, 8%, 3, -4, 4, -3, 3%[46.1 µM]
- O=C(CC(C(=O)NCc1ccccc1)c1nc2ccccc2c(=O)[nH]1)NCc1ccccc1 (stereo not given)
  12%, -2%, -2%, ?, -1%, 0, -12, 1, -18, 2%
- Cc1cc(C(=O)COC(=O)c2csc3c2CCCC3)c(C)n1C
  5%, 0%, -5%, 1%, 4%, 3, -19, 0, -10, -6%

# Reprinted at random: 2 compounds from above
# Values in the order – CXXC DNA block, GALK inh, Tb PFK block, Chronic BCR inh, A-T KAP1 phos, hERG WT inh, TSHR antagonist, FBPA coupling cs, Giardia killer, TCR activator
- O=C(NCCN1CCOCC1)c1ccc(=O)oc1
  0%, 5%, 1%, 0%, 0%, -6, 0, 1, 18, -1%
- NC(=O)NC(CC(=O)NCCc1ccc(S(N)(=O)=O)cc1)c1ccccc1Cl (stereo not given)
  6%, nt, -1%, 0%, 1%, -4, 1, 1, -27, -18%

# (further entries)
canonical_smiles	CXXC DNA block	GALK inh	Tb PFK block	Chronic BCR inh	A-T KAP1 phos	hERG WT inh	TSHR antagonist	FBPA coupling cs	Giardia killer	TCR activator
C/C=C/C(=O)N1CC2(CC(c3cccc(NC(=O)/C(C)=C/C)c3)=NO2)C[C@H]1C(N)=O (stereo not given in full)	6%	-3%	2%	?	32%	-6	-6	1	9	2%
CCCCNC(=O)CCCCCn1c(=O)[nH]c2cc(C(=O)OC)ccc2c1=O	4%	9%	3%	9%	5%	-1	4	0	22	nt
Cn1cnnc1SCC(=O)c1ccc2c(c1)CCCC2	-7%	4%	2%	-9%	17%	-1	-6	-8	12	8%
Cc1cccc(OCCC(=O)Nc2ccc(S(=O)(=O)N3CCCC3)cc2)c1	-4%	5%	-2%	-2%	8%	3	17	0	-20	-4%

# Screens (PubChem BioAssay)
